Pf growth 48h: Primary qHTS for delayed death inhibitors of the malarial parasite plastid, 48 hour incubation | P. falciparum luciferase growth in erythrocytes, 48 h | Potency, µM (doses to about 28.7 µM), without a hit: top-dose activity change, negative = inhibition, actives largely listed as inhibitors | hit rate 5.9% among 310,000; further: potency means the concentration at half of the fitted maximal effect; on the % scale 0 is the no-effect control and ±100 the full control effect
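Cell-based growth assay: transgenic P. falciparum expressing firefly luciferase, cultured in red cells within RPMI 1640 containing 0.5% w/v Albumax, 24 mM bicarbonate and gentamycin. A drop in luciferase activity indicates inhibition.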
HCV inh: qHTS Assay for Inhibitors of Hepatitis C Virus (HCV); Potency, µM (doses to about 41.8 µM), without a hit: at the highest dose activity change, negative = inhibition, hits mostly inhibitors; Huh7.5.1 HCVcc-Cre infection, luciferase reporter, 44 h; hit rate 3.4% among 340,000; further: potency means the concentration at half of the fitted maximal effect; on the % scale 0 is the no-effect control and ±100 the full control effect
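Antiviral activity was scored by luciferase reporter output from cells infected with HCVcc-Cre (~0.5 moi) in presence of compound, 44 h infection period, cells seeded 1,000/well 4 h prior.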
CHX counter: Cycloheximide Counterscreen for Small Molecule Inhibitors of Shiga Toxin | cell reporter, cycloheximide protein synthesis inhibition counterscreen | max response, % | hit rate 12% among 300,000; in the data active means max response mostly above about 13%, no sharp cut-off; inactive means mostly below about 14%; further: read at 38.3 µM for the half of the compounds with a filed dose; 0% is about no effect
Giardia FBPA inh: qHTS Assay for Inhibitors of Fructose-1,6-bisphosphate Aldolase from Giardia Lamblia. purified Giardia FBPA. hit rate 0.71% among 290,000. Potency, µM (titrated, usually from 59.6 µM), inactives show at the highest dose activity, negative = inhibition, most hits filed as inhibitors; further: potency means the concentration at half of the fitted maximal effect; on the % scale 0 is the no-effect control and ±100 the full control effect; nearly all actives have a fitted effect of over 55% in size
Target sequence (A8B2U2 whole entry, looked up): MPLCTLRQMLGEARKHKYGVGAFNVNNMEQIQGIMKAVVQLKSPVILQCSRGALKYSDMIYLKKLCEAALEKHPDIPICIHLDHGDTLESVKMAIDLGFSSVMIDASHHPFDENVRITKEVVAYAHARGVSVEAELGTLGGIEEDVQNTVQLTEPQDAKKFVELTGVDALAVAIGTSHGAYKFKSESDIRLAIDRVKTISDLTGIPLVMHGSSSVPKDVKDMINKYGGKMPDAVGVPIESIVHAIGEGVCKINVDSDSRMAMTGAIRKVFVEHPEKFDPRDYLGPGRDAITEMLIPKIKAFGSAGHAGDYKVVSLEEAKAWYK
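Giardia FBPA (40 nM reagent) was preincubated 10 min at RT with compound (up to 57.5 uM final), then substrate plus GAPDH/TPI/NAD/arsenate coupling system with diaphorase/resazurin was added; resorufin fluorescence (525/598 nm) was read after 20 min.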
Pf growth 96h: Primary qHTS for delayed death inhibitors of the malarial parasite plastid, 96 hour incubation | AID 504834, 2011 | hit rate 6.9% among 320,000 | P. falciparum luciferase reporter growth, 96 h | Potency, µM (series often up to 28.7 µM), for the others: at the top dose activity change, negative = inhibition, usual class: inhibitors; further: potency means the concentration at half of the fitted maximal effect; on the % scale 0 is the no-effect control and ±100 the full control effect
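Cell-based qHTS: luciferase-tagged P. falciparum in erythrocytes (2% hematocrit, 0.05% parasitemia final) incubated with compounds for 96 hours, 37 C, 5% CO2; luciferase detection reagent then added and luminescence measured.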
Shiga toxin inh: A qHTS for Small Molecule Inhibitors of Shiga Toxin; Vero cells, Shiga toxin protein synthesis inhibition reporter; inhibition, % at 38.7 µM; hit rate 9.2% among 290,000; in the data active means inhibition mostly above about 28%, no sharp cut-off; inactive means mostly below about 43%; further: 0% is about no effect
Numbers without * were called inactive; ? = inconclusive; . = no result given; & = joins results of further samples; [ ] = remark or other dose. Unless noted, the call rests on the fitted dose curve; in most records, active means well fitted curve in the direction sought with a large enough effect; inconclusive means small, poorly fitted or top-dose-only effect, or another doubt; inactive means no such curve, though single readings can be large; an effect the other way counts as inactive or inconclusive.

SMILES	Pf growth 48h	HCV inh	CHX counter	Giardia FBPA inh	Pf growth 96h	Shiga toxin inh
O=C(c1ccc(Cl)cc1)c1cnc(-c2ccccc2)s1	123%[activator]	?	0	4%	.	15
O=C(CNC(=O)c1cccs1)OCC(=O)c1cccs1	7%	12%	-3	3%	17%	1
Cc1cc(C)c2nc(SCC(=O)NCCC3=CCCCC3)cc(C)c2c1	?	22%	1	0%	?	-5
Cc1ccc(C(=O)NCC(=O)N/N=C/c2sccc2C)cc1[N+](=O)[O-]	-19%	?	4	3%	21%	6
COc1cc(C2C(C(=O)c3ccco3)=C(O)C(=O)N2Cc2cccnc2)cc(OC)c1OC (stereo not drawn)	44%[activator]	-3%	-3	-18%	97%[activator]	-2
CCOc1ccc(S(=O)(=O)NCCC(=O)NCCOc2ccccc2)cc1	?	2%	.	.	-6%	.
CNC(=O)CC(C(=O)O)c1ccc(OC(C)C)cc1 (stereo not drawn)	.	21%	-1	-2%	9%	1
CCCCc1nc2cc(C(=O)N3CCCCC3CCNC(C)=O)ccc2o1 (stereo not drawn)	0%	29%	2	.	-7%	4
Cc1ccc(/C=N/NC(=O)c2nnn(-c3nonc3N)c2-c2ccc3c(c2)OCO3)s1	0.26µM*	23%	10	-27%	?	-2
O=C(CSc1nnc(CNC(=O)c2cccs2)o1)NC1CCCC1	3%	5%	1	-1%	?	15
O=C(Cc1ccc(-n2cccc2)cc1)NC1CCCCCC1	-2%	-1%	6	0%	15µM*	-8
COC(=O)c1sc2nc(C)c([N+](=O)[O-])c(C)c2c1N	?	3%	8	9%	?	24
O=C(NC1CCCCCCC1)C1CCN(S(=O)(=O)N2CCCC2)CC1	1%	0%	-2	-1%	2%	13
Cn1nc(C(=O)OCC(=O)N(Cc2ccccc2)C(C)(C)C)c2ccccc2c1=O	?	-24%	.	.	14%	.
C=CCn1c(=NC(=O)CC)n(C)c2ccccc21	9%	7%	-4	-9%	10%	-16
C[C@@]12C(=O)Nc3ccc(Br)cc3C(=O)N1[C@H]1c3cc(Cl)ccc3OC[C@@H]1[C@@H]2c1ccccc1	3.7µM*	?	.	.	3.3µM*	.
O=C(c1cccc(Cl)c1)N1CCC(c2nc3ccccc3[nH]2)CC1	?	0%	-2	18%	-20%	-18
CCCS(=O)(=O)N1CCN(S(=O)(=O)c2ccccc2)CC1	7%	15%	-3	8%	?	-7
COc1ccc(CCn2c(O)c(C=NCCN3CCCCC3)c(=O)[nH]c2=O)cc1OC	10%	15%	2	3%	.	-18
CCOc1cc(/C=C2/C(=O)ON=C2C)ccc1O	12%[0.00184 µM]	7%	-4	3%	0.093µM*	-4
CCCC(=O)N1CCN(c2ccc(NC(=S)NC(=O)c3cccc(C)c3)cc2)CC1	?	7.1µM*	-3	3%	36%[activator]	-7
Cc1ccc2nc(NC(=O)CSc3nnc(C)c(=O)n3N)sc2c1	40%[activator]	13%	5	3%	1%	16
CC(=O)Nc1c2c(nn1-c1ccc(C)cc1C)CS(=O)C2 (stereo not drawn)	15%	16%	-2	.	-3%	-1
CCOc1ccc(-c2noc(COC)n2)cc1OC	81%[activator]	-26%	21*	1%	?	23
COC(CN(C(=O)CCl)C(C(=O)NC1CCCC(C)C1C)c1ccc(C)cc1)OC (stereo not drawn)	-15%	?	-1	-2%	?	-5
CC(OC(=O)c1cc[n+]([O-])cc1)C(=O)NCc1ccccc1 (stereo not drawn)	2%	14%	.	.	49%[activator]	.
CC1CCc2sc(NC(=O)C3CC(Cl)=CCC3C(=O)O)c(C#N)c2C1 (stereo not drawn)	4%	11%	-4	?	-1%	-3
COc1cc(/C=N/NC(=O)c2ccc(NC(=O)C3CCCCC3)cc2)ccc1O	?	-9%	-3	5%	46%[activator]	-3
Cc1ccc(NC(=S)N/N=C/c2c(C)nn(-c3ccccc3)c2N2CCCC2)cc1	12µM*	?	0	10%	?	2
c1cncc(C(c2nnnn2C2CCCC2)N2CCCC2)c1 (stereo not drawn)	-26%	5%	1	-17%	9.3µM*	14
CC(C)(C)OC(=O)NC(CO)c1cn([C@@H](Cc2cc3ccccc3[nH]2)C(=O)N2CCN(C(=O)OC(C)(C)C)CC2)nn1 (stereo partly drawn)	?	10%	-2	2%	?	-1
N#Cc1ccc(-c2cccs2)nc1SCc1cccnc1	?	?	2	-1%	-10%	53
COc1ccc(NC(=O)c2ccc(N3CCOCC3)nc2)cc1	-23%	-1%	-5	.	?	-4
C=CCn1c(=O)c2c(C)c(C)sc2n2c(Nc3ccc(OC)cc3)nnc12	?	-17%	-4	3%	.	12
CCOc1ccc(NC(=O)CN2CCN(c3ccccc3C)CC2)cc1S(=O)(=O)N1CCCC1	?	?	.	.	-20%	.
Cc1cccc(/C=N/NC(=O)c2cc(Br)ccc2OCc2ccccc2)n1	?	?	-6	-7%	-5%	20

Four records picked at random from the list so far, as already listed:
SMILES	Pf growth 48h	HCV inh	CHX counter	Giardia FBPA inh	Pf growth 96h	Shiga toxin inh
O=C(CSc1nnc(CNC(=O)c2cccs2)o1)NC1CCCC1	3%	5%	1	-1%	?	15
Cc1cc(C)c2nc(SCC(=O)NCCC3=CCCCC3)cc(C)c2c1	?	22%	1	0%	?	-5
CCOc1ccc(-c2noc(COC)n2)cc1OC	81%[activator]	-26%	21*	1%	?	23
C=CCn1c(=O)c2c(C)c(C)sc2n2c(Nc3ccc(OC)cc3)nnc12	?	-17%	-4	3%	.	12

New compounds follow.
SMILES	Pf growth 48h	HCV inh	CHX counter	Giardia FBPA inh	Pf growth 96h	Shiga toxin inh
CCOc1cc(-c2nc(-c3ccncc3)no2)cc(OCC)c1OCC	7%	-23%	-1	0%	9%	-4
Cc1csc(Nc2ccccc2)n1	62%[activator]	18%	23*	0%	76%[activator]	44*
COCCN(C(=O)CSc1nc2ccccc2c(=O)n1C(C)COC)c1c(N)n(Cc2ccccc2)c(=O)[nH]c1=O (stereo not drawn)	?	12%	15	5%	-51%	-1
CC(C)(C)NC(=S)NC(C)(C)C	34%[activator]	14%	-1	4%	3%	-6
OC(COc1ccccc1)CN1CCN(CC(O)COc2ccccc2)CC1 (stereo not drawn)	9%	3%	-2	-18%	17%	11
C[C@]12CCC(O)CC1=CCC1C2CC[C@]2(C)/C(=N\NC(N)=S)CCC12 (stereo partly drawn)	7%	1%	-1	?	?	-6
CCN(CC)S(=O)(=O)c1ccc(O)c(NC(=O)CN2CCc3ccccc3C2)c1	128%[activator]	-23%	4	12%	2%	-15
COc1cc(C(=O)Nc2nnc(-c3sccc3C)s2)cc(OC)c1OC	24%	2%	-4	0%	18%	-16
CCOC(=O)c1cnc2cc(Cl)c(OC)cc2c1NCC1CCCO1 (stereo not drawn)	?	?	-1	0%[12.9 µM]	52%[activator]	8
Cc1cc(-c2onc3ccc(Cl)cc23)ccc1O	-11%	?	27*	0%	15%	50*
CC1CCN(C(=O)CNC(=O)Cc2ccccc2)CC1	28%	2%	23*	1%	55%	30*
CCCOc1ccc(-c2nc(OC)c3ccccc3n2)cc1	63%[activator]	?	35*	2%	90%[activator]	112*
COc1cccc(CNC(=O)CN2C(=O)NC(Cc3ccccc3)(c3ccccc3)C2=O)c1 (stereo not drawn)	?	6%	.	.	?	.
CC1CCCC(NC(=O)CSC2=Nc3ccccc3C3CC=NN23)C1C (stereo not drawn)	-26%	3%	.	.	?	.
CC(C)Nc1nnc(SC(C)C(=O)Nc2ccc(Cl)cn2)s1 (stereo not drawn)	0%	-17%	-4	6%	-23%	14
CCN(CC)C(=O)CSc1nnc(C2CCCCC2)o1	35%[activator]	-7%	15	.	72%[activator]	29
c1ccc2c(c1)OCCOCCOCCO2	-4%	7%	-2	-1%	5%	-11
CC(C)(C)NC(=O)N1c2ccccc2Sc2ccccc21	3%	-3%	-2	10%	110%[activator]	-6
Nc1cccc(/C=C/c2ccncc2)c1	41%[activator]	-26%	20*	-1%	133%[activator]	59*
O=C(C1CCN(c2nnc(-n3cccc3)s2)CC1)N1CCCCC1	13%	16%	20*	7%	-9%	20
CCOc1ncccc1C(=O)NNC(=O)c1cccc(S(=O)(=O)Nc2ccccc2OC)c1	?	3%	.	.	9%	.
O=C(CSc1nnc(-c2ccc(Br)cc2)n1C1CCCCC1)N1CCCC1	?	-15%&0%	-2	1%	?	5
CCOc1ccccc1C1C2=C(COC2=O)Nc2cc3c(cc21)OCO3 (stereo not drawn)	?	?	-2	-8%	10µM*	-14
Cc1cccc(NC(=O)Cn2cnc3c(cnn3-c3ccc(F)cc3)c2=O)c1C	2%	-5%	-2	2%	9%	1
COc1c(C(=O)Nc2nnc(C3CC3)s2)csc1Cl	104%[activator]	-5%	36*	.	112%[activator]	54*
COc1ccc(-c2nnc3n2N=C(C)CS3)cc1OC	26%	-10%	-5	2%	23%	-13
Cc1ccsc1C(=O)C1CCCN(Cc2ccc(O)cc2)C1 (stereo not drawn)	?	-9%	0	-4%	?	-8
CC(NC(=O)CC1CCCCC1)c1ccccc1 (stereo not drawn)	22%	12%	-1	4%	?	-5
Cc1ccc(CN(C)C2CCN(C)CC2)cc1	12%	-18%	0	-15%	?	15
COc1cc(OC)nc(Oc2ccc(N)c(C)c2)n1	5%	33%[activator]	9	11%	-1%	-2
CCCCN(Cc1ccccc1)S(=O)(=O)c1cc(Br)cc2c1N(C(C)=O)C(C)C2 (stereo not drawn)	12µM*	5µM*	-2	2%	.	-27
Cc1onc(-c2ccccc2)c1C1=N/C(=C\c2ccccc2F)C(=O)O1	-10%	10%	6	12%	40%[activator]	-8
Cc1cc(C)nc(/N=C2\NC(=O)CC(C(=O)O)N2c2cccc(Cl)c2)n1 (stereo not drawn)	3%	.	1	-13%	-23%	-7
Cn1c(=O)n(Cc2ccc(F)cc2)c(=O)c2c1nc1n2CCCN1Cc1ccccc1	2.1µM*	?	-3	5%	1.3µM*	0
NS(=O)(=O)c1ccc(CCNC(=O)CSCc2ccccc2)cc1	11%	-3%	-2	4%	?	-7
CC1=C(C(=O)OC2CCCCC2)C(c2ccccc2F)NC(=O)N1 (stereo not drawn)	10%	-22%	14	-6%	18%	4

A different layout for four compounds above:
C=CCn1c(=O)c2c(C)c(C)sc2n2c(Nc3ccc(OC)cc3)nnc12
  Pf growth 48h = ? | HCV inh = -17% | CHX counter = -4 | Giardia FBPA inh = 3% | Pf growth 96h = . | Shiga toxin inh = 12

CCOc1ccc(NC(=O)CN2CCN(c3ccccc3C)CC2)cc1S(=O)(=O)N1CCCC1
  Pf growth 48h = ? | HCV inh = ? | CHX counter = . | Giardia FBPA inh = . | Pf growth 96h = -20% | Shiga toxin inh = .

O=C(C1CCN(c2nnc(-n3cccc3)s2)CC1)N1CCCCC1
  Pf growth 48h = 13% | HCV inh = 16% | CHX counter = 20* | Giardia FBPA inh = 7% | Pf growth 96h = -9% | Shiga toxin inh = 20

CCCS(=O)(=O)N1CCN(S(=O)(=O)c2ccccc2)CC1
  Pf growth 48h = 7% | HCV inh = 15% | CHX counter = -3 | Giardia FBPA inh = 8% | Pf growth 96h = ? | Shiga toxin inh = -7

Other structures:
SMILES	Pf growth 48h	HCV inh	CHX counter	Giardia FBPA inh	Pf growth 96h	Shiga toxin inh
COc1ccc(C(=O)NCC(=O)OCC(=O)N(C)c2ccccc2)cc1	2%	5%	1	1%	46%[activator]	-8
Cc1ccc(C(C)NC(=O)c2c(C)noc2C)cc1C (stereo not drawn)	6%	2%	-3	8%	.	-14
COc1ccccc1NC(=O)C(C)OC(=O)CSCC(=O)Nc1ccc(C)cc1C (stereo not drawn)	6%	23%	.	.	1%	.
NC(=O)CC[C@@H]1NC(=O)[C@H](CO)NC(=O)c2cc([N+](=O)[O-])cc(I)c2NCCC[C@@H](C(N)=O)NC(=O)[C@H](Cc2ccc(O)cc2)NC1=O	-5%	-3%[8.37 µM]	-3	-11%	-6%	-12
O=C(Nc1nnc(S(=O)(=O)Nc2ccccc2)s1)C1CCCCC1	25%	9%	-2&-3	-2%	-27%	3&-13
